Compound activity deposited in PubChem by Broad Institute.
RAD54 branch – inhibitors of human RAD54 branch migration; RAD54 Holliday junction branch migration, FAM/BHQ fluorescence; inhibition, % at 10.4 µM; 0.14% of 360,000 active; AID 602329;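 active = mean normalized replicate activity at least 40 and at least half of replicates scoring 40 or more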;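 note: 0% = median of neutral control wells and 100% = median of positive control wells; inhibitors cause a drop in the FAM fluorescence signal; in these data hits start at about 50%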
Target sequence (Q92698 whole entry, looked up): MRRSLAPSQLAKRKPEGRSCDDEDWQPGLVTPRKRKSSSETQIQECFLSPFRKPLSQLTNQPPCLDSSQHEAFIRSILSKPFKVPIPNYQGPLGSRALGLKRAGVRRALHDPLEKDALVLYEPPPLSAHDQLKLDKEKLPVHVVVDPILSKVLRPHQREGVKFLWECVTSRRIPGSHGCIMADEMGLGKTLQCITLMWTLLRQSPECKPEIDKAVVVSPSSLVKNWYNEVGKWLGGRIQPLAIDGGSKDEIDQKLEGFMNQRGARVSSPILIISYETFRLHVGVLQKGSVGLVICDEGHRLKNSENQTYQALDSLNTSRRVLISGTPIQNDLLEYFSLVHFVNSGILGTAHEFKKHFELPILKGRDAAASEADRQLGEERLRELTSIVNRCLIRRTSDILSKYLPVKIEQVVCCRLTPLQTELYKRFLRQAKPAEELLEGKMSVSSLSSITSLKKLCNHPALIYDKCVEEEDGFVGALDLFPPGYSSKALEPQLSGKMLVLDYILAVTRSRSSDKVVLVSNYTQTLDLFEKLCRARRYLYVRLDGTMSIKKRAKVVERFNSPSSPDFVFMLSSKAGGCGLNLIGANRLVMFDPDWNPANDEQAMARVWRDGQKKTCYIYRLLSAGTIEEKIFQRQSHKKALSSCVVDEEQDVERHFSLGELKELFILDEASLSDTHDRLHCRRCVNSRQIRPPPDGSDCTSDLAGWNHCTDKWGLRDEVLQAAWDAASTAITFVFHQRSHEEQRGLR
S100A4 inh HTS – inhibitors of human S100A4 binding to myosin IIA peptide; 0.14% of 360,000 active; inhibition, % at 10.7 µM; S100A4/TAMRA-MyoIIA peptide fluorescence polarization; AID 652163; P26447;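 active = mean inhibition of at least 70% across replicates, with every replicate also reaching that level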
Target sequence (P26447 whole entry, looked up): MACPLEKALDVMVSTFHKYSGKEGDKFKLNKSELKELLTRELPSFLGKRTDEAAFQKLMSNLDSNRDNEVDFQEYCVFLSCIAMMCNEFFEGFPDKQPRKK
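Compound dosing: one dose per compound; test system: human S100A4 monomer with TAMRA-labelled myosin IIA peptide; probe or stimulus: TAMRA-labelled myosin IIA heavy-chain peptide probe, 5 nM; medium: HEPES buffer with Ca2+, pH 7.2; schedule: 5 min incubation before reading; benchmarks: neutral control DMSO, positive control TFP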
esBAF inh – blocks esBAF chromatin remodeling in mouse ES cells; Bmi1-luciferase knock-in reporter, 24 h; 100% = twice the neutral-well signal; reporter increase, % at 12.5 µM; 2% of 350,000 active; AID 602393; in the data active = activation above about 40%;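 note: 0% = median of the plate's neutral control wells and 100% = double that signal; a rise in the Bmi1 reporter signal indicates esBAF inhibition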
E-sel inducer – induces E-selectin expression in human endothelial cells. P16581. HUVEC E-selectin immunofluorescence imaging; normalized: neutral wells 0, TNF-alpha wells 100. activation, % at 7.58 µM. 0.37% of 260,000 active;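 active = mean E-selectin-positive cell signal at least 10% of the positive control, reached in at least 60% of replicates, without over 20% cell loss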;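 note: in these data hits start at about 27%; measured in HUVEC primary endothelial cells; signal is the percent of cells scored E-selectin positive by PE staining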
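Read-out basis: % PE-positive cells; Test system: HUVEC primary endothelial cells; Technique: immunofluorescence imaging; Dosing: single-point compound dose.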
XiGFP reactiv – reactivates the inactive X chromosome in mouse fibroblasts | XiGFP mouse fibroblasts, % GFP-positive cells imaging, 3 d; cells co-treated with 5-aza-dC sensitizer; scaled so ellipticine positive control = 100% | activation, % at 7.58 µM | 0.055% of 360,000 active;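 active = mean normalized replicate activation at least 10% and every replicate at or above 10%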;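 note: 0% = median of on-plate neutral control wells and 100% = ellipticine 6 µM median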
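System: 68-5-11 XiGFP fibroblast line | Buffer or medium: DMEM containing 5-aza-dC | Compound: Single point | Times: Compounds 3 days, fix/stain 15 min at room temperature | Benchmarks: Positive control ellipticine, 6 µM final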
FN deposit inh – fibronectin deposition inhibition | AH1F fibroblasts, Alexa488-fibronectin deposition fluorescence, overnight | inhibition, % at 12.6 µM | 0.086% of 350,000 active;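 active = mean inhibition across replicates of 30% or more, regardless of how many single replicates reach that level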;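 note: positive control wells lacked labelled fibronectin entirely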
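Material: AH1F fibroblast monolayer depositing Alexa488-labelled fibronectin into matrix | Input: 10000 AH1F cells/well | Medium: DMEM plus 2% serum, read in PBS | Reagent: Alexa488-fibronectin, 24 nM final in well | Compound dosing: One dose per compound, pinned | Schedule: 1 h adhesion, overnight exposure | Measured by: Fluorescence at 485 nm excitation, 525 nm emission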
EWS-Fli block – EWS/Fli transcriptional activity inhibition; A673 NR0B1-luciferase reporter, viability-normalised; inhibition, % at 12.6 µM; 0.67% of 350,000 active;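 active = mean inhibition of at least 50% after viability correction, with every replicate also passing that limit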;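 note: firefly luciferase signal divided by Alamar Blue viability fluorescence both relative to DMSO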
RAD52 anneal inh – RAD52 (human) annealing inhibition; P43351; recombinant RAD52 DNA annealing, FRET fluorescence; inhibition, % at 18.7 µM; 0.46% of 360,000 active; AID 651710;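 active = every replicate showing at least 50% inhibition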
Active calls of the source: *. Outcome played no part in choosing rows; 3% or so of the library scored in one or more.

A first look, 2 compounds:
Screening O=S(=O)(c1ccccc1)N1CC[C@@H]2[C@@H](CO)Nc3ccc(-c4ccccc4F)cc3[C@@H]21 returned RAD54 branch -4, S100A4 inh HTS -1, esBAF inh 2, E-sel inducer 0.3, XiGFP reactiv 0.0, FN deposit inh 3, EWS-Fli block 2 and RAD52 anneal inh 11.
`COCC(=O)Nc1ccc2c(c1)OC[C@@H](C)N(Cc1ccccc1C(=O)O)C[C@@H](C)[C@H](OC)CN(C)C2=O` gave RAD54 branch 3, S100A4 inh HTS 21, esBAF inh -6, E-sel inducer -0.2, XiGFP reactiv 0.2, FN deposit inh -6, EWS-Fli block -7 and RAD52 anneal inh 1.

The listing, from the start:
Screening O=S(=O)(c1ccccc1)N1CC[C@@H]2[C@@H](CO)Nc3ccc(-c4ccccc4F)cc3[C@@H]21 returned RAD54 branch -4, S100A4 inh HTS -1, esBAF inh 2, E-sel inducer 0.3, XiGFP reactiv 0.0, FN deposit inh 3, EWS-Fli block 2 and RAD52 anneal inh 11.
`COCC(=O)Nc1ccc2c(c1)OC[C@@H](C)N(Cc1ccccc1C(=O)O)C[C@@H](C)[C@H](OC)CN(C)C2=O` gave RAD54 branch 3, S100A4 inh HTS 21, esBAF inh -6, E-sel inducer -0.2, XiGFP reactiv 0.2, FN deposit inh -6, EWS-Fli block -7 and RAD52 anneal inh 1.
CN(C(=O)CCc1nc2ccccc2c(=O)[nH]1)C1CCS(=O)(=O)C1 (stereo not given) was read as RAD54 branch -12, S100A4 inh HTS -2, esBAF inh -2, E-sel inducer -3.0, XiGFP reactiv 0.2, FN deposit inh 9, EWS-Fli block -7 and RAD52 anneal inh -10.
Screening CC=Cc1ccc2n(c1=O)C[C@H]1[C@H](CO)[C@@H](C(=O)N3CCc4ccccc4C3)N(C(=O)COC)[C@@H]21 (mixture of isomers) returned E-sel inducer 1.4, XiGFP reactiv 0.2, EWS-Fli block -6 and RAD52 anneal inh -5.
For CCCN(C)C[C@@H]1Oc2cc(C#Cc3ccc(F)cc3)ccc2S(=O)(=O)N([C@@H](C)CO)C[C@@H]1C the results were RAD54 branch -25, S100A4 inh HTS -1, esBAF inh -4, E-sel inducer -0.1, XiGFP reactiv -1.2, FN deposit inh -1, EWS-Fli block 13 and RAD52 anneal inh 40.
Cc1ccc(S(=O)(=O)N2CCCCC2C(=O)N(C)c2ccccc2)cc1 (stereo not given) was read as RAD54 branch -2, S100A4 inh HTS -2, esBAF inh -1, E-sel inducer -0.2, XiGFP reactiv 0.1, FN deposit inh -2, EWS-Fli block -4 and RAD52 anneal inh -5.
Screening C[C@H](CO)N1C[C@H](C)[C@H](CN(C)S(=O)(=O)c2cccs2)Oc2c(NC(=O)c3ccc(-c4nccs4)cc3)cccc2C1=O returned RAD54 branch 3, S100A4 inh HTS -4, esBAF inh 2, E-sel inducer 0.5, XiGFP reactiv 0.0, FN deposit inh 28, EWS-Fli block 28 and RAD52 anneal inh -8.
`O=C(CCNC(=O)c1ccccc1Cl)NCC(c1ccco1)N1CCCC1` (stereo not given) gave RAD54 branch 8, S100A4 inh HTS -7, esBAF inh 4, E-sel inducer 1.9, XiGFP reactiv 0.1, FN deposit inh 0, EWS-Fli block -3 and RAD52 anneal inh -9.
`CN(C)C(=O)C#Cc1ccccc1` gave S100A4 inh HTS -8, E-sel inducer 0.4, XiGFP reactiv 0.0, FN deposit inh -3, EWS-Fli block -2 and RAD52 anneal inh -14.
For COc1cccc(C(=O)Oc2ccc(/C=N/NC(=O)c3ccncc3)cc2OC)c1 the results were RAD54 branch 6, S100A4 inh HTS 3, esBAF inh 1, FN deposit inh -7, EWS-Fli block 10 and RAD52 anneal inh -8.
`CC1=NC(C#N)=C(C#N)NC(C)(C)C1` gave RAD54 branch 0, S100A4 inh HTS -9, esBAF inh -11, XiGFP reactiv 0.3, EWS-Fli block 18 and RAD52 anneal inh -16.
Screening C[C@@H]1CN([C@H](C)CO)S(=O)(=O)c2ccc(C#Cc3ccccc3)cc2O[C@H]1CN(C)C(=O)Cc1ccccn1 returned RAD54 branch 1, S100A4 inh HTS 0, esBAF inh 3, E-sel inducer 0.1, XiGFP reactiv 0.9, FN deposit inh -4, EWS-Fli block 4 and RAD52 anneal inh -15.
For O=C(CSc1nnc2ccccn12)N1CCc2ccccc2C1 the results were RAD54 branch -6, S100A4 inh HTS 0, esBAF inh 52* and RAD52 anneal inh -3.
`Cc1nc2ccccc2n1CC(O)COC1CCCCC1` (stereo not given) gave RAD54 branch 0, S100A4 inh HTS -16, esBAF inh 5, EWS-Fli block 0 and RAD52 anneal inh 18.
For CC(C)NC(=O)Nc1ccc2c(c1)C(=O)N(C)[C@H]1CC[C@@H](CC(=O)NCC3CCCCC3)O[C@H]1CO2 the results were RAD54 branch -4, S100A4 inh HTS 11, esBAF inh 4, E-sel inducer 0.1, XiGFP reactiv 0.1, FN deposit inh -47, EWS-Fli block 2 and RAD52 anneal inh 10.
`CO[C@@H]1CN(C)C(=O)c2ccc(NC(=O)C3CC3)cc2OC[C@@H](C)N(C(=O)c2cnccn2)C[C@@H]1C` gave S100A4 inh HTS -10, E-sel inducer -0.2, XiGFP reactiv 0.2, FN deposit inh -2, EWS-Fli block -4 and RAD52 anneal inh -1.
`NC1=NC[C@@H](Cc2ccc(O)cc2)N1CC1CCCCC1` gave RAD54 branch -6, S100A4 inh HTS -2, esBAF inh 6, E-sel inducer -0.2, XiGFP reactiv 0.0, FN deposit inh 2, EWS-Fli block -1 and RAD52 anneal inh -12.
CCOc1ccc(NC(=S)N2C3CCCC2CC(NC(=O)C2CC2)C3)cc1 (stereo not given) was read as RAD54 branch -2, S100A4 inh HTS -1, esBAF inh -3, E-sel inducer 0.0, XiGFP reactiv 0.1, FN deposit inh -4, EWS-Fli block -2 and RAD52 anneal inh -8.
For O=C(NC1CCCCC1)OCCN1CCN(Cc2ccccc2)CCC1=O the results were S100A4 inh HTS 9, E-sel inducer 0.0, XiGFP reactiv 0.0, FN deposit inh -9, EWS-Fli block -9 and RAD52 anneal inh -6.
`Cc1noc(C)c1NC(=O)N(C)C[C@H]1Oc2cc(C#CCN(C)C)ccc2S(=O)(=O)N([C@H](C)CO)C[C@H]1C` gave RAD54 branch -8, S100A4 inh HTS -10, esBAF inh 1, E-sel inducer 0.0, XiGFP reactiv 0.2, FN deposit inh -6, EWS-Fli block 1 and RAD52 anneal inh -8.
CSc1ncc(C(=O)Nc2ccccc2C)c(C)n1 was read as RAD54 branch -1, S100A4 inh HTS -9, esBAF inh -5, E-sel inducer 0.0, XiGFP reactiv 0.4, FN deposit inh 6, EWS-Fli block -9 and RAD52 anneal inh -21.
Cc1[nH][nH]c(=O)c1C(c1c(C)[nH][nH]c1=O)c1cn(C)c2ccccc12 was read as S100A4 inh HTS 1, XiGFP reactiv 0.2, FN deposit inh -6, EWS-Fli block 20 and RAD52 anneal inh -7.
`CC(C)NC(=O)Nc1cccc2c1O[C@@H](CN(C)C(=O)Nc1cccc3ccccc13)[C@@H](C)CN([C@@H](C)CO)C2=O` gave RAD54 branch -4, S100A4 inh HTS 14, esBAF inh -1, E-sel inducer -0.2, XiGFP reactiv -0.1, EWS-Fli block 3 and RAD52 anneal inh -2.
Screening CCOC(=O)c1cnc(Nc2nc3ccccc3o2)nc1CSC(=S)N(CC)CC returned S100A4 inh HTS 0, XiGFP reactiv 0.8, FN deposit inh 3, EWS-Fli block 24 and RAD52 anneal inh -5.
`COc1ccccc1-c1ccc2c(c1)O[C@H](CN(C)C(=O)c1ccccc1)[C@@H](C)CN([C@H](C)CO)S2(=O)=O` gave RAD54 branch -11, S100A4 inh HTS 10, esBAF inh -2, E-sel inducer -0.4, XiGFP reactiv -0.2, EWS-Fli block 16 and RAD52 anneal inh 9.
Screening Cc1ccc(NC(=O)CSCc2cc(=O)n3cc(C)sc3n2)c(C)c1 returned RAD54 branch -3, S100A4 inh HTS -6, esBAF inh 2, XiGFP reactiv 0.0, FN deposit inh 0, EWS-Fli block 1 and RAD52 anneal inh -8.
Screening CCCC#Cc1cnc2c(c1)C(=O)N([C@@H](C)CO)C[C@H](C)[C@H](CN(C)Cc1ccc(C(=O)O)cc1)O2 returned RAD54 branch 9, S100A4 inh HTS -6, esBAF inh -1, E-sel inducer 0.5, XiGFP reactiv 0.4, FN deposit inh -13, EWS-Fli block 1 and RAD52 anneal inh -5.
Screening CNC(=O)COC(=O)C1CCN(S(=O)(=O)c2ccc3c(c2)OCCO3)CC1 returned RAD54 branch 2, S100A4 inh HTS -2, esBAF inh -2, XiGFP reactiv 0.1, FN deposit inh -1, EWS-Fli block -2 and RAD52 anneal inh -14.
`CCOc1ccc(/C=N/Nc2cc(C)nc(N3CCOCC3)n2)cc1` gave S100A4 inh HTS -6, esBAF inh 11, E-sel inducer 12, XiGFP reactiv 0.0, FN deposit inh 5, EWS-Fli block -18 and RAD52 anneal inh -2.
OC(CSc1ccccn1)CC(O)c1ccccc1 (stereo not given) was read as RAD54 branch -11, S100A4 inh HTS 4, EWS-Fli block -6 and RAD52 anneal inh 0.
`C(=N\Nc1nn[nH]n1)/c1ccccc1` gave RAD54 branch -8, S100A4 inh HTS 0, esBAF inh 0, EWS-Fli block 3 and RAD52 anneal inh -11.
`COc1ccc(S(=O)(=O)N2CCCCC2)cc1NC(=O)COC(=O)c1ccco1` gave RAD54 branch 2, S100A4 inh HTS 2, esBAF inh -6, XiGFP reactiv 0.1, FN deposit inh 3, EWS-Fli block -4 and RAD52 anneal inh -10.
COc1ccc(/C(O)=C2/C(=O)C(=O)N(c3ncccn3)C2c2ccc(F)cc2)cc1 (stereo not given) was read as S100A4 inh HTS 1, XiGFP reactiv 0.6, FN deposit inh 3, EWS-Fli block 2 and RAD52 anneal inh -10.
Cc1ccc(-c2ccc([C@@H]3[C@H](CO)N4C(=O)CN(C(=O)CN5CCOCC5)C[C@@H]34)cc2)cc1 was read as S100A4 inh HTS -51, E-sel inducer -0.2, XiGFP reactiv 0.1, EWS-Fli block -3 and RAD52 anneal inh -12.
`Fc1ccccc1CN1[C@@H]2CNC[C@H]1C2c1ccc(-c2ccccc2)cc1` (stereo not given in full) gave S100A4 inh HTS 6, E-sel inducer 0.2, XiGFP reactiv 0.0, FN deposit inh -6, EWS-Fli block 48 and RAD52 anneal inh 16.
For COc1ccc(/C=N/NC(=O)c2ccn[nH]2)cc1Cn1nc(C)c([N+](=O)[O-])c1C the results were RAD54 branch -1, S100A4 inh HTS 4, XiGFP reactiv 0.0, FN deposit inh -1, EWS-Fli block -11 and RAD52 anneal inh -11.
For CCOC(=O)c1c(NC(=O)c2cc(-c3ccc(Cl)s3)nc3ccccc23)sc(C(N)=O)c1C the results were RAD54 branch 7, esBAF inh -4, E-sel inducer -0.2, XiGFP reactiv -0.1 and FN deposit inh 3.
CC(C)SCC(=O)Nc1ncc2c(n1)-c1ccccc1CC2 was read as S100A4 inh HTS -3, esBAF inh 7, XiGFP reactiv 0.0, FN deposit inh -5, EWS-Fli block -51 and RAD52 anneal inh -85.
Screening CC(C)C#Cc1cnc2c(c1)C(=O)N([C@H](C)CO)C[C@@H](C)[C@H](CN(C)C(=O)c1ccccn1)O2 returned RAD54 branch -9, S100A4 inh HTS 3, esBAF inh 1, E-sel inducer -0.2, XiGFP reactiv -1.0, FN deposit inh -7, EWS-Fli block -4 and RAD52 anneal inh -5.
